Dengue-2 NS5 capping: Dengue-2 NS5 methyltransferase inhibitors, primary screen, biochemical, confirmation dose response (AID 588689); Genome polyprotein (Dengue virus type 2 (strain 16681-PDK53)); Dengue-2 NS5 methyltransferase capping enzyme assay, biochemical; higher % means a stronger effect; inhibition, % at 25 µM; hits with a dose series show IC50 in µM; 0.3% of 340,000 active; in the data active = a potency from the dose series; inconclusive = inhibition above about 29% without an active follow-up result
AID2073: inhibitors of Mint1-CaV2.2 protein interaction, biochemical, HTRF (AID 2073) | Voltage-dependent N-type calcium channel subunit alpha-1B (Homo sapiens) | HTRF protein-protein interaction, Mint1-CaV2.2; higher % means a stronger effect | inhibition, % at 20 µM, or IC50 in µM where a hit was titrated | 0.19% of 290,000 active; in the data active = inhibition mostly above about 51%, no sharp cut-off; inconclusive = no clear call, values can overlap the other calls; inactive = mostly below about 53%; also: some results filed as inactive read as strong as hits
NTR1 agonist: agonists of NTR1, primary screen, imaging, U2OS cells, beta-arrestin-GFP, high content (AID 493036). Neurotensin receptor type 1 (Homo sapiens), P30989. NTR1-U2OS beta-arrestin-GFP spot imaging, agonist mode. activation, % at 20 µM. 0.17% of 330,000 active;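 active = activation at or above 40% of the spot to cytoplasm intensity ratio, with at least 20 cells analyzed; inconclusive = wells under 20 cells, flagged as cytotoxic or low count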;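 also: 0% = DMSO without peptide and 100% = 100 nM NTR1 peptide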
Target sequence (P30989 whole entry, looked up): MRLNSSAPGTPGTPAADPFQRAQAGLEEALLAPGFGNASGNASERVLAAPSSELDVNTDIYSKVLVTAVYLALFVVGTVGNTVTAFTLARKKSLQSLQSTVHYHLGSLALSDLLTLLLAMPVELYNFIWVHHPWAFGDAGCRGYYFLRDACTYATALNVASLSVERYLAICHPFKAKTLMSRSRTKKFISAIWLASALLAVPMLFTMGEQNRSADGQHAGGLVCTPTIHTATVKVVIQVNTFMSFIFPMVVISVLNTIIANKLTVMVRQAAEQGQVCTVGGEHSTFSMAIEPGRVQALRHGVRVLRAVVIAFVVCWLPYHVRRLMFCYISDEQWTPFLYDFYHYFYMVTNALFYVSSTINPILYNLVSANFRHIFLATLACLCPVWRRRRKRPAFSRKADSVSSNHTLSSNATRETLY
LYP inhibition: inhibitors of LYP phosphatase, biochemical, fluorescence intensity, uHTS (AID 1779) | Tyrosine-protein phosphatase non-receptor type 22 (Homo sapiens) | recombinant LYP phosphatase, fluorescence intensity; higher % means a stronger effect | one-dose inhibition, % at 11.5 µM; IC50 in µM for titrated hits | 0.054% of 290,000 active; in the data active = inhibition above about 50%;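 also: plate controls were vehicle with enzyme for no effect and no enzyme for full effect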
UTI89 phage lysis: inhibition of K1F phage lysis, E. coli UTI89, bacterial capsule biogenesis inhibitors, alamar blue (AID 488966); E. coli UTI89 K1F phage lysis, alamar blue, 2 h; higher % means a stronger effect; 0.02% of 340,000 active; inhibition, % at 100 µM, or IC50 in µM where a hit was titrated;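 active = phage lysis inhibition, versus mean bacterial control, above a set limit; inconclusive = no clear call, values can overlap the other calls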;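 also: capsule biogenesis inhibitors block K1F phage lysis so surviving cells raise fluorescence; higher fluorescence means more inhibition of phage lysis; actives were called in the ten point dose series up to 300 µM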
Autophagy mod: autophagy modulators in MEF cells, primary screen, imaging, high-content, MEF GFP-LC3 | MEF GFP-LC3 puncta imaging; test concentration mostly 10 µM | calls only at 10 µM (by protocol) | 0.98% of 190,000 active | AID 463193, 2010;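 active = percentage of spot-positive cells more than 3 SD above its plate mean, without a fluorescence outlier flag or 80% toxicity; inconclusive = no clear call, values can overlap the other calls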;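 also: spot-positive cell cutoff set from DMSO-treated cells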
WT yeast gro inh: growth inhibition of WT strain, primary screen, mitochondrial fusion inhibitor project, WT and mutant strains, chemical genetic | inhibition, % at 10 µM | 2.1% of 190,000 active | mitochondrial fusion phenotypic screen; in the data active = inhibition above about 58%; tested in S. cerevisiae
GPR35 arrestin U2OS: GPR35 antagonists blocking zaprinast-driven arrestin recruitment, primary screen, imaging, U2OS, beta-arrestin-GFP, zaprinast agonist (AID 2058); G-protein coupled receptor 35 (Homo sapiens); U2OS GPR35 beta-arrestin-GFP translocation imaging, zaprinast antagonism; higher % means a stronger effect; inhibition, % at 10 µM; hits with a dose series show IC50 in µM; 0.052% of 290,000 active;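 active = inhibition of at least 50% with at least 30 cells and total cytoplasm GFP at most 10,000,000; inconclusive = under 30 cells or total GFP of 10,000,000 plus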
RSV CPE inhibition: RSV antiviral activity via CPE protection, HEp-2 cells, primary 10 µM value included (AID 2391) | 0.13% of 310,000 active | HEp-2 cells, RSV-induced CPE inhibition; higher % means a stronger effect | CPE inhibition, % at 10 µM; hits with a dose series show IC50 in µM; in the data active = a potency from the dose series; inconclusive = CPE inhibition mostly from about 23% at the one dose, without a potency; inactive = the rest, 99 in 100 with CPE inhibition below about 21%; also: strong numbers were not always called active
WT yeast gro inh mutant strain: recorded beside WT yeast gro inh, whose call it bears; inhibition, %; mitochondrial fusion phenotypic screen, mutant strain inhibition
Autophagy mod cell loss 18 h: further read-out of Autophagy mod, marked with its call; toxicity, %; measured here: cell loss, nuclei count;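 cell loss after 18 h compound exposure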
NTR1 agonist cell count 20 µM: recorded beside NTR1 agonist, whose call it bears; cell count; measured here: cell count, cytotoxicity flag
Dengue-2 NS5 capping pilot replicate: also measured in Dengue-2 NS5 capping; calls as there; inhibition, %; measured here: pilot screen replicate inhibition
The depositor's hits bear a star; i = inactive; u = inconclusive; x = no result given; [ ] = remark or other dose.

SMILES | Dengue-2 NS5 capping | AID2073 | NTR1 agonist | NTR1 agonist cell count 20 µM | LYP inhibition | UTI89 phage lysis | Autophagy mod | Autophagy mod cell loss 18 h | WT yeast gro inh | WT yeast gro inh mutant strain | GPR35 arrestin U2OS | RSV CPE inhibition | others
Cc1ccc(C(=O)NCC(=O)OC(C)C(=O)NCCC2=CCCCC2)cc1C (stereo not given) | -3.7% | -6.2% | 0.7 | 48 | -1.6% | 4.5% | i | -2.3 | -1.2 | -7.0 | -8.2% | 1.0%
O=C(Cn1cnc2c(nnn2Cc2ccc(Cl)cc2)c1=O)OCc1ccccc1 | -2.8% | 18.6% | 3.7 | 40 | 0.8% | -0.3% | i | -2.4 | -2.9 | 9.3 | 6.4% | 1.3%
COc1cccc(N2CCN(C(=S)Nc3cc(C)cc(C)c3)CC2)c1 | -3.0% | 15.7% | 1.6 | 45 | 0.8% | 0.9% | i | 28.5 | 11.6 | 12.0 | 1.4% | 2.0%
O=C(CCNc1cccc(F)c1)c1cc2ccccc2o1 | -6.0% | 1.9% | 2.9 | 73 | -2.0% | 0.2% | i | 20.3 | 10.9 | 4.8 | 19.7% | 0.6%
Cc1ccc(-c2nc(CS(=O)CC(=O)NCCN3CCCC3)c(C)o2)cc1 (stereo not given) | -2.8% | 7.5% | 1.1 | 99 | -1.6% | -1.8% | i | -2.3 | 0.0 | -0.7 | -0.2% | 1.2%
Cc1nn(C(=O)c2cc3sccc3[nH]2)c(C)c1C | -5.6% | 21.7% | 2.7 | 38 | 0.9% | 4.4% | i | -0.5 | 3.3 | 17.8 | 7.2% | 5.2%
CN(C(=O)CCCN1C(=O)c2cccc3cccc(c23)C1=O)c1ccccc1 | -7.3% | -2.4% | 0.4 | 96 | 1.5% | 0.0% | i | -11.9 | 31.1 | -2.5 | 4.5% | 8.1%
CCCOc1ccc(C(=O)c2nc3c(n2O)CCCC3)cc1 | 2.0% | -8.5% | 1.7 | 71 | 2.4% | 0.5% | i | 5.5 | 18.6 | 22.2 | 4.6% | u | Dengue-2 NS5 capping pilot replicate=-3.5
CCNC(=S)N1CCN(CCN=CC2=C(O)CC(c3ccco3)CC2=O)CC1 (stereo not given) | -0.7% | 5.2% | -0.1 | 85 | -6.4% | 9.8% | i | 3.0 | -13.5 | 0.1 | 9.1% | 0.5%
COc1ccccc1N(CC(=O)NCC1CCCO1)C(=O)CCC(=O)Nc1nccs1 (stereo not given) | -7.2% | 2.4% | -0.3 | 62 | -3.4% | -0.8% | i | -4.3 | -3.8 | -2.2 | 4.4% | 2.7%
Cc1ccc(-c2csc3ncnc(NCCC(=O)O)c23)cc1 | x | 9.6% | -1.9 | 29 | 1.3% | u | x | x | x | x | 25.5% | 0.9%
C=C1CCN([C@@H](C)C(=O)OCc2cccc(C)c2)S(=O)(=O)c2ccccc21 | -14.4% | 4.5% | -5.8 | 103 | -6.0% | 1.1% | x | x | x | x | -14.3% | 1.3%
CCCc1cc(=O)[nH]c2nnc(SCC(=O)Nc3nnc(SCC)s3)n12 | 1.4% | x | 0.6 | 65 | x | 0.1%[50 µM] | x | x | x | x | x | 2.1%
COc1ccc([N+](=O)[O-])cc1NC(=O)CCc1ccccc1 | 1.1% | -8.3% | 4.5 | 74 | -7.2% | 1.3% | i | 0.9 | 5.6 | -2.4 | 17.1% | 2.4%
O=c1cc(-c2ccccc2Cl)oc2c(Br)ccc(O)c12 | -7.2% | 8.4% | 0.7 | 57 | 1.6% | 0.3% | i | -12.7 | 6.9 | -17.4 | 7.8% | 16.7%
Cc1c(NC(=O)CCSCCc2ccccn2)cccc1[N+](=O)[O-] | x | 9.0% | -0.4 | 87 | -3.0% | 2.5% | i | -8.1 | -2.0 | -2.2 | -3.4% | 1.1%
O=C(c1ccc(Br)o1)N(c1ccccn1)C1CCCCC1 | -1.9% | -1.9% | 2.7 | 59 | -9.5% | 0.9%[50 µM] | i | 4.4 | 13.3 | 11.6 | 11.0% | 1.6%
CC(=O)NC(C(=O)NCC(N)=O)C(C)C (stereo not given) | -3.0% | -1.8% | 1.2 | 82 | -5.7% | 0.1% | i | -3.5 | -7.7 | -0.5 | -2.4% | 1.4%
Cc1[nH]c(=O)[nH]c(=O)c1S(=O)(=O)Nc1ccc(F)cc1F | -2.3% | 14.2% | 1.0 | 80 | -6.6% | -0.8%[50 µM] | x | x | x | x | 5.9% | 1.1%
CN(CC(=O)Nc1ccccc1C(F)(F)F)C(=O)c1cc([N+](=O)[O-])ccc1N1CCOCC1 | -5.2% | -2.5% | -0.8 | 81 | -1.4% | -0.8%[50 µM] | x | x | x | x | -7.7% | 3.7%

Structures from the list above with bromine:
SMILES | Dengue-2 NS5 capping | AID2073 | NTR1 agonist | NTR1 agonist cell count 20 µM | LYP inhibition | UTI89 phage lysis | Autophagy mod | Autophagy mod cell loss 18 h | WT yeast gro inh | WT yeast gro inh mutant strain | GPR35 arrestin U2OS | RSV CPE inhibition | others
O=c1cc(-c2ccccc2Cl)oc2c(Br)ccc(O)c12 | -7.2% | 8.4% | 0.7 | 57 | 1.6% | 0.3% | i | -12.7 | 6.9 | -17.4 | 7.8% | 16.7%
O=C(c1ccc(Br)o1)N(c1ccccn1)C1CCCCC1 | -1.9% | -1.9% | 2.7 | 59 | -9.5% | 0.9%[50 µM] | i | 4.4 | 13.3 | 11.6 | 11.0% | 1.6%

Going on with the list:
SMILES | Dengue-2 NS5 capping | AID2073 | NTR1 agonist | NTR1 agonist cell count 20 µM | LYP inhibition | UTI89 phage lysis | Autophagy mod | Autophagy mod cell loss 18 h | WT yeast gro inh | WT yeast gro inh mutant strain | GPR35 arrestin U2OS | RSV CPE inhibition | others
N=c1sccn1CC(=O)Nc1cccc(Oc2ccccc2)c1 | -1.6% | -5.8% | -3.0 | 73 | -6.6% | i | i | -4.4 | 17.1 | -2.8 | 5.0% | 0.7%
C/C(NC(=O)c1cccc(F)c1)=C1/C(=O)C[C@@H]2[C@H]1C2(C)C | -6.1% | -6.0% | 3.1 | 44 | -2.9% | -0.6% | i | -13.0 | 33.0 | 6.3 | 3.1% | 28.3%
CCOc1ccc2c(c1)OC(c1ccccc1)(C(F)(F)F)NC2=O (stereo not given) | 1.9% | 3.9% | 2.4 | 43 | -4.3% | 2.1%[50 µM] | i | 7.7 | -4.7 | 16.0 | 1.8% | 0.9%
O=C(NC1=NCCS1)c1csc2ccccc12 | 0.0% | -29.1% | -1.0 | 63 | 4.3% | 0.7% | i | 12.7 | 50.4 | 55.8 | 18.9% | 4.0%
O=S(=O)(Nc1cc(Cl)ccn1)c1ccc(Cl)cc1 | -0.8% | 1.3% | -1.3 | 52 | -3.8% | -3.5% | i | 1.9 | -14.8 | -12.6 | 1.7% | 1.5%
Cc1ccc(NC(=O)C(Nc2cccc(C)c2)c2ccccc2)cc1 (stereo not given) | -1.8% | 3.0% | 1.1 | 81 | -5.4% | 0.4% | i | 6.6 | 70.4* | 29.4* | -10.2% | 4.2%
COc1ccc(N2CCN(C(=O)Nc3ccccc3Cl)CC2)cc1 | -4.1% | -10.8% | 2.1 | 30 | -10.4% | 2.6% | i | -13.7 | -4.7 | -13.0 | 6.4% | 1.3%
O=C(c1ccccc1)c1cc2ccccc2oc1=O | -3.9% | 8.6% | 0.7 | 80 | -1.7% | 0.1% | x | x | x | x | 3.4% | 0.7%
O=C(O)CC(CC(=O)Nc1ccc(F)c(Cl)c1)c1ccc(Cl)cc1Cl (stereo not given) | -3.1% | -5.5% | 0.4 | 47 | -0.4% | 0.4% | x | x | x | x | -3.1% | 0.0%
CCCC(=O)NCc1nc2ccccc2n1C | -2.8% | -0.9% | -0.1 | 37 | -10.0% | 0.6% | i | -1.9 | 0.8 | 6.2 | -11.9% | 1.6%
O=C(NC1=NCCS1)C12CC3CC(CC(C3)C1)C2 | 2.2% | -6.8% | 1.0 | 40 | 1.5% | -1.1% | i | 11.7 | 13.4 | 26.0 | -7.6% | 1.6%
O=C(COC(=O)c1ccc(Cl)nc1)NC(=O)c1ccccc1 | -0.6% | 19.4% | -0.5 | 48 | -4.8% | 0.3% | x | x | x | x | -3.8% | -0.1%
CC1=CC(=C2C=CC(=O)C=C2)C=C(C)N1C | x | 12.3% | 1.4 | 86 | -1.7% | x | x | x | x | x | 8.5% | x
O=C(c1ccccc1)C1CCN(C(=O)c2ccco2)CC1 | -5.9% | 11.0% | 1.7 | 59 | -5.6% | 0.2% | x | x | x | x | -10.3% | 0.8%
CCS(=O)(=O)N1CCC(NC(=O)C2CCCCC2)CC1 | -1.6% | 3.1% | -0.4 | 70 | -8.1% | 0.4% | i | -9.8 | -2.5 | 15.9 | 7.5% | 2.5%
COc1ccc(C2NC(=O)NC(C)=C2C(=O)OCC2CCCCC2)cc1OC (stereo not given) | -9.5% | -1.1% | -0.6 | 47 | -2.4% | 0.0% | x | x | x | x | -5.8% | 4.1%
O=C(Nc1ccccc1)c1nnn(Cc2ccccc2)c1NC(=O)C(F)(F)F | 1.6% | 18.0% | 2.3 | 77 | -6.9% | -0.2% | i | -0.7 | -3.9 | -3.2 | 6.8% | 6.6%
Cc1cc(SCn2nnc3ccccc3c2=O)nc2ccccc12 | -6.9% | -10.1% | 6.0 | 39 | -3.0% | 2.6% | i | 2.2 | -4.3 | -11.1 | -0.8% | -0.1%
Cc1cc(C)n(-c2ccc(NC(=O)C3CCCCN3C(=O)c3sccc3C)cc2)n1 (stereo not given) | 2.6% | 10.6% | 0.6 | 56 | -5.3% | 0.4%[50 µM] | x | x | x | x | -1.2% | 3.0%
Cc1ccc(CNC(=O)COC(=O)c2ccc(S(=O)(=O)N(C)C)cc2)cc1 | 0.0% | -2.1% | 0.3 | 30 | -3.7% | -0.2% | i | 0.0 | -5.5 | -13.5 | -5.9% | 0.4%
COc1ccccc1C(=O)COC(=O)C1CCN(S(=O)(=O)c2ccc(C)c(C)c2)CC1 | -5.8% | x | -0.8 | 57 | x | 0.8%[50 µM] | x | x | x | x | x | -0.5%
CC1CCCCN1C(=O)CSc1nnc(-c2cccnc2)o1 (stereo not given) | -5.3% | -7.5% | -0.3 | 59 | -8.3% | 0.4% | x | x | x | x | 5.6% | 0.8%
Cc1cccc(C2=N/C(=C\c3cccnc3)C(=O)O2)c1 | 4.8% | 11.3% | -1.5 | 72 | 5.0% | 0.7% | i | 7.3 | 13.8 | 24.8 | -10.0% | 2.1%
Cc1c(N=C2NN=C(c3ccc(Cl)cc3)CS2)c(=O)n(-c2ccccc2)n1C | -13.6% | 31.7% | 7.4 | 56 | -3.7% | -1.8% | i | -6.1 | 0.3 | -5.9 | -8.9% | 5.7%

Screening data (PubChem)
